# TAG inh: inhibitors of triacylglycerol accumulation, primary screen, cell-based, uHTS, fluorescence, H9c2; inhibition, % at 12.5 µM; H9c2 cells, Nile Red lipid (TAG) fluorescence; cells loaded with 200 µM oleic acid; actives 0.66% (n = 230,000);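 active = pattern-corrected inhibition of lipid staining of at least 50% with the nuclear-stain viability signal not falling by more than 50%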;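 also: 0% = DMSO wells and 100% = triacsin C control wells; some results filed as inactive read as strong as hits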
# TAG inh DAPI viability: second read-out of TAG inh, no call of its own (marks repeat the call); DAPI nuclei signal change (viability), lower = more cytotoxic, %;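 whole-well DAPI fluorescence read on a plate reader as a viability signal; minus 50 percent equals half of cells still viable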
# The depositor's hits bear a star.
smiles	TAG inh	TAG inh DAPI viability
CCOc1cc(C(=O)N/N=C(\C)Cc2ccc(OC)cc2)cc(OCC)c1OCC	2	-8
CC1(C)S[C@@H]2[C@H](NC(=O)[C@H](N)c3ccccc3)C(=O)N2[C@H]1C(=O)OC1OC(=O)c2ccccc21 (some centres not stated)	-11	-8
O=C(Nc1ccc(Cl)c(S(=O)(=O)N2CCOCC2)c1)c1ccccn1	-4	3
CCOC(=O)N1CCN(C(=O)c2cccc(S(=O)(=O)Nc3ccc(Br)cc3)c2)CC1	-15	-4
COc1ccc(O)c(C(=O)CC(=O)c2ccc(F)cc2)c1	-5	21
CCCCC(CC)C(=O)N1CCN(C(=O)c2ccco2)CC1 (configuration not stated)	7	-7
Cc1ccc(OCCNC(=O)CN2C(=O)NC3(CCCC3)C2=O)cc1	-13	0
O=C(CSC1=NS(=O)(=O)c2cc(F)ccc2N1)NCCc1ccccc1	14	-5
CCOC(=O)C(C)Sc1ncc(OC)c(=O)[nH]1 (configuration not stated)	-3	-7
Cc1ccc(S(=O)(=O)N(Cc2cccc(C(F)(F)F)c2)C(=O)N2CCN(C)CC2)cc1	8	7
Cc1nnc(NC(=O)C2CCN(S(=O)(=O)c3ccc(Cl)cc3)CC2)s1	9	-4
COc1cccc(C2=NN(S(C)(=O)=O)C(c3cccs3)C2)c1 (configuration not stated)	-16	0
S=C1CC2CCCC(C2)N1 (configuration not stated)	-7	0
Cc1cccc(-n2c(SCC(=O)NCC3CCCO3)nc3ccccc3c2=O)c1C (configuration not stated)	21	-11
COc1ccc(CC(N)c2csc(NC(=O)Nc3ccccc3Oc3ccccc3)n2)cc1 (configuration not stated)	122	-75
CCCc1cc(=O)[nH]c2nnc(SCC(=O)Nc3nnc(CC)s3)n12	7	0
Cc1ccc(OCC(=O)Oc2cccc(C)c2)cc1	14	-8
Cn1c(NCCCO)nc2ccccc21	4	1
c1ccc(N2CCN(c3ncnc4sc5c(c34)CCC5)CC2)cc1	-213	3
Cc1csc(SCCn2c(N3CCN(c4ccccc4)CC3)nc3c2c(=O)[nH]c(=O)n3C)n1	19	-11

# The final 2 entries of the part before are carried over, then new ones follow.
smiles	TAG inh	TAG inh DAPI viability
c1ccc(N2CCN(c3ncnc4sc5c(c34)CCC5)CC2)cc1	-213	3
Cc1csc(SCCn2c(N3CCN(c4ccccc4)CC3)nc3c2c(=O)[nH]c(=O)n3C)n1	19	-11
CC(=NNC(=O)COc1cccc(C)c1)c1cccnc1	-4	4
Oc1c(C(c2ccco2)N2CCC3(CC2)OCCO3)sc2ncnn12 (configuration not stated)	-5	0
Cc1ccccc1-n1cc[nH]c1=S	-7	6
Cc1ccccc1CC(=O)N1CCCC1	-8	11
Cc1ccnc(NC(=O)c2ccc(Cl)c(S(=O)(=O)N3CCCC3)c2)c1	-20	-1
CC(C)(C)NC(=O)COC(=O)c1ccc(O)cc1	5	-2
COc1cccc(NS(=O)(=O)c2ccc(S(=O)(=O)N3CCCC3)cc2)c1	-30	2
Clc1ccc(-c2ccc(C=Nc3ccc(N4CCOCC4)cc3)o2)c(Cl)c1	19	-7
CCc1cc(C(=O)Nc2cc(S(=O)(=O)N(CC)CC)ccc2N2CCOCC2)sc1C	25	-1
Cn1c(C2CCCCC2)nc2c1c(=O)[nH]c(=O)n2Cc1ccccc1	2	9
CSCC[C@H](NC(=O)c1cccc(S(=O)(=O)N2CCN(C)CC2)c1)c1nc2ccccc2[nH]1	4	0
NC(=O)CC(NC(=O)Cc1ccc(Br)cc1)c1ccc(NCc2ccccn2)c([N+](=O)[O-])c1 (configuration not stated)	5	-5
COc1ccc(C(CC(=O)N2CCCCC2)c2c(OC)cc(OC)c3c(-c4ccccc4)cc(=O)oc23)cc1 (configuration not stated)	10	-10
Cc1nnc(NC(=O)c2cccc(Br)c2)s1	-16	4
CCOCc1nnc(NC(=O)CCc2ccccc2)s1	-5	9
Cc1cc(Cl)ccc1OCCCC(=O)NNC(=O)c1ccccc1O	15	-16
COCCNc1nc2nonc2nc1N(C)Cc1ccc(C)cc1	6	-2
Cc1nc(C)c(C(=O)C2=C(O)C(=O)N(CCCn3ccnc3)C2c2ccc(Cl)cc2)s1 (configuration not stated)	11	-13
Cc1cc(C(=O)CSc2nnc(-c3ccccc3)n2Cc2ccc3c(c2)OCO3)c(C)n1C	14	-5
N#CC1=C(N)N(c2ccccc2Sc2ccccc2)C(=O)C1	-1	-2

# Additional results:
smiles	TAG inh	TAG inh DAPI viability
Cc1cc(C)n2c(SCC(=O)Nc3ccc(F)cc3)nnc2n1	4	-6
O=C(c1ccc2ccccc2c1)N1CCOCC1	27	-3
COc1ccc(CCC(=O)OCC(=O)NCc2ccccc2)cc1	-7	-1
O=Cc1cccc(Oc2ncccn2)c1	0	9
NC(=O)c1ccsc1NC(=O)COC(=O)c1ccccn1	-11	-3
Cc1ccc(C(=O)NC(=S)Nc2ccc(N3CCOCC3)cc2)cc1	14	-6
CC(=O)Nc1cccc(NC(=O)c2sc3ncn(CC(=O)N4CCCCC4)c(=O)c3c2C)c1	1	-4
CN1CCN(C(=S)c2cn(CCOc3ccccc3)c3ccccc23)CC1	-4	1
Cc1cc(C)c(S(C)(=O)=O)c(NN)n1	-14	1
O=C(Cn1cnc2ccccc21)N/N=C/c1ccc([N+](=O)[O-])cc1	3	8
COc1ccc(N(C)S(=O)(=O)c2cccc(C(=O)OCC(=O)Nc3sc4c(c3C#N)CCCCC4)c2)cc1	8	7
COc1ccc(-c2c3c(nc4sc5c(=O)[nH]c(C)nc5c24)CCC3)cc1	-16	20
CC1CCCC(NC(=O)c2cccc(S(=O)(=O)N3CCCCC3)c2)C1C (configuration not stated)	-9	-8
Cc1ccc(S(=O)(=O)Cc2cn3cccnc3n2)cc1	-10	2
CCOc1ccc(CCNC(=O)c2cccc(S(=O)(=O)N3CCCC3)c2)cc1OCC	17	-3
COc1ccc(S(=O)(=O)N2CCCCC2c2cc(C(=O)NCc3ccccc3)no2)cc1 (configuration not stated)	-4	3
O=C1/C(=C\Nc2ccccc2)CCN1c1ncccn1	3	-7
Cc1nc(Nc2ccc(O)cc2)c2c3c(sc2n1)CCCC3	20	-9
COc1ccccc1NC(=O)c1ccc2c(=O)n3c(nc2c1)CCC3	-5	5
COC(=O)c1c(N)c(C#N)c(C)n1-c1ccccc1	0	-7

# More entries.
# Order of values – TAG inh | TAG inh DAPI viability
- NC(Cc1c[nH]c2ccccc12)C(=O)NCc1ccccc1 (configuration not stated)
→ -14 | 7
- CSc1ccc(CN2CCC2(C)C(=O)NCc2ccccc2Br)cc1 (configuration not stated)
→ -9 | 8
- COC(=O)c1sc(NC(=S)NC(=O)c2ccc(C)cc2)nc1C
→ -7 | 12
- O=C(NNc1ccc([N+](=O)[O-])cc1)c1ccccc1Cl
→ -3 | -1
- O=C(CNC(=O)c1ccco1)NCC(=O)OCc1ccc(C(=O)Oc2ccc(Cl)cc2)cc1
→ 11 | -4
- O=C(O)C1CC=CCC1C(=O)NCc1ccc(Cl)c(Cl)c1 (configuration not stated)
→ 3 | 1
- S=C1NC2(CCCCC2)NN1c1ccccc1
→ -1 | -9
- CN(C(=O)CSc1nc2ccccc2[nH]1)C1CCS(=O)(=O)C1 (configuration not stated)
→ 9 | -1
- Cc1cccc(C)c1N1CCN(C(=O)c2ccc3c(c2)OCO3)CC1
→ -4 | 0
- COc1ccc(CCNC(=O)C(=O)NCC2CCCN2S(=O)(=O)c2ccccc2)cc1 (configuration not stated)
→ 5 | -12
- O=C(Nc1ccccc1)Nc1ccc(Cl)nc1Cl
→ -61 | 7
- O=C(CSc1nnc(-c2ccc(Cl)cc2)n1Cc1ccco1)NCc1ccc2c(c1)OCO2
→ 0 | -5
- CC1CCCN(C(=O)CN2CCN(C(=O)c3ccco3)CC2)C1 (configuration not stated)
→ -5 | 2
- O=C(NNC(=O)c1cc(-c2ccc(Br)cc2)nc2ccccc12)c1csc(N2CCOCC2)n1
→ 9 | 7
- Cc1cc([N+](=O)[O-])nn1CC(=O)Nc1ccc(Cc2ccncc2)cc1
→ -15 | -4
- CCNC(=S)N1CCN(CCN2C(=O)c3cccc4cccc(c34)C2=O)CC1
→ -6 | -6
- COC(=O)c1cc(OC)c(OC)cc1NC(=O)Nc1ccc(OC)cc1
→ -4 | 1
- COc1ccc(-n2ccnc2SCC(=O)NC2CCCC2)c(OC)c1
→ 71* | -40*
- CCN1CCN(c2nc(NCCO)c3ccccc3n2)CC1
→ 11 | 5
- COCCNC(=O)C1(C)CCCN(Cc2ccc(Cl)nc2)C1 (configuration not stated)
→ -25 | 15

# Part of the list above, with each value named.
> CC(=NNC(=O)COc1cccc(C)c1)c1cccnc1
- TAG inh: -4
- TAG inh DAPI viability: 4
> Oc1c(C(c2ccco2)N2CCC3(CC2)OCCO3)sc2ncnn12 (configuration not stated)
- TAG inh: -5
- TAG inh DAPI viability: 0
> Cc1ccccc1-n1cc[nH]c1=S
- TAG inh: -7
- TAG inh DAPI viability: 6

# Single entries from the results shown:
# `Cc1nc(C)c(C(=O)C2=C(O)C(=O)N(CCCn3ccnc3)C2c2ccc(Cl)cc2)s1` (configuration not stated) @ TAG inh = 11
# `COc1ccc(C(CC(=O)N2CCCCC2)c2c(OC)cc(OC)c3c(-c4ccccc4)cc(=O)oc23)cc1` (configuration not stated) @ TAG inh DAPI viability = -10
# `CCOc1ccc(CCNC(=O)c2cccc(S(=O)(=O)N3CCCC3)c2)cc1OCC` @ TAG inh DAPI viability = -3
# `CCOC(=O)N1CCN(C(=O)c2cccc(S(=O)(=O)Nc3ccc(Br)cc3)c2)CC1` @ TAG inh DAPI viability = -4
# `O=C(Nc1ccccc1)Nc1ccc(Cl)nc1Cl` @ TAG inh = -61
# `Cc1cc(C(=O)CSc2nnc(-c3ccccc3)n2Cc2ccc3c(c2)OCO3)c(C)n1C` @ TAG inh = 14
# `Cc1nnc(NC(=O)c2cccc(Br)c2)s1` @ TAG inh = -16

# (cont.)
# Order of values – TAG inh | TAG inh DAPI viability
- CCOc1ccccc1Nc1cc(C)c2cccc(C)c2n1
→ -8 | 45
- CC(O)[C@H]1CNC(=O)C(=O)N1CCc1cccc2ccccc12 (some centres not stated)
→ -3 | -2
- Cc1noc(C)c1C(=O)NCC(=O)Nc1ccccc1Br
→ -15 | 7
- COc1cccc(NC(=O)CN(C)C(=O)CN2C(=O)NC(C)(c3ccc4ccccc4c3)C2=O)c1 (configuration not stated)
→ 18 | 2
- CC(C)COc1ccc(/C(O)=C2/C(=O)C(=O)N(CCN(C)C)C2c2ccncc2)cc1 (configuration not stated)
→ 16 | 5
- Cc1cccc(NS(=O)(=O)c2ccc(C)c(C(=O)N3CCN(C(=O)c4ccco4)CC3)c2)c1
→ -11 | -6
- COc1cc(NC(=S)NN2CCOCC2)cc(OC)c1
→ 7 | 0
- COC(=O)c1ccc(NC(=O)COC(=O)CCC2CCCC2)cc1
→ 8 | 5
- O=C(CSc1nccn1Cc1ccco1)Nc1ccccc1C(F)(F)F
→ -10 | 3
- O=C(COC(=O)c1cccc(Cl)c1Cl)NC1CCCCCC1
→ -15 | 6
- C=CCSc1nsc(N)n1
→ 3 | 1
- Cc1ccc(C(=O)/C=C/c2ccccc2)o1
→ -1 | 9
- Cc1ccc(Cl)cc1N=C(N)N=C(N)N
→ 4 | -12
- O=C(Nc1cc(C(F)(F)F)ccc1N1CCOCC1)C1=COCCO1
→ 4 | -6
- CN(C)/C=C/C(=O)c1c(F)cccc1F
→ -1 | -2
- C[C@H]1CN([C@@H](C)CO)C(=O)CCCn2nncc2CO[C@H]1CN(C)C(=O)c1ccccc1
→ -1 | 12
- COc1ccc(-c2cc(C(F)(F)F)nc(SCC(=O)NCc3ccco3)n2)cc1OC
→ 10 | -2
- O=C(C[C@@H]1C/C=C\CCCC(=O)OC[C@@H]2CCCN2C1=O)N[C@H](CO)Cc1ccccc1
→ -5 | -2

# Only part of the results is shown (hit frequency here may not be typical).
